# Assay outcomes deposited in PubChem by Fisher Drug Discovery Resource Center.
# mcGAS RapidFire: inhibitors of Mus musculus cyclic GMP-AMP synthase, initial high-throughput assay, cell-free, RapidFire MS; Q8C6L5; recombinant mouse cGAS, cGAMP by RapidFire MS; inhibition, % at 12.5 µM; 130,000 compounds, 0.18% hits; AID 1259397, 2018;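 active = inhibition of cGAS enzyme activity at or above 60%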;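 note: enzyme stimulated by 45 bp dsDNA with ATP and GTP substrates; cGAMP share of summed cGAMP plus half ATP and half GTP signals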
# Target sequence (Q8C6L5 whole entry, looked up): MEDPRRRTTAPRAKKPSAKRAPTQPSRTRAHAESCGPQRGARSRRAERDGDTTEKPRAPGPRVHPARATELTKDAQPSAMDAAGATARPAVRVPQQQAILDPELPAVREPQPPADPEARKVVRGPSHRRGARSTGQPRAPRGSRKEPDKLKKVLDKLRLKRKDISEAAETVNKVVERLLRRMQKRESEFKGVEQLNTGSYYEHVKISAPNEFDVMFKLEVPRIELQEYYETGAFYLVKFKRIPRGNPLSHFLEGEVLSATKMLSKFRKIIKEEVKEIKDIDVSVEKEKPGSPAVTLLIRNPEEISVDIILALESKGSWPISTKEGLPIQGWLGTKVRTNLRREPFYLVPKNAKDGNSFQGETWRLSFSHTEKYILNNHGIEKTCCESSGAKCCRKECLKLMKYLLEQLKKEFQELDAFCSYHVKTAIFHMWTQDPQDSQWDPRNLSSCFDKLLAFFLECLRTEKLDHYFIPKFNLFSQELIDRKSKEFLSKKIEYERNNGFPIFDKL
# * = called active by the depositor.
SMILES,mcGAS RapidFire
OCc1cccc(-n2ccnc2-c2ccc(Cl)cc2F)c1,-34.6
O=C1OC(c2cccc(F)c2)=N/C1=C\c1ccc2c(c1)OCO2,-2.7
Cc1ccc(C(=O)O)c(N2CCC3(CCNCC3)C2)n1,3.3
CC(OCC(F)(F)F)C(=O)NCC1CC1 (centres undefined),3.9
O=C(NCCC1COc2ccccc2O1)c1ccc(-c2ccsc2)nc1 (centres undefined),-4.4
CCN1C(=O)C(=Cc2ccsc2)SC1=S,-14.9
CCCCC(=O)NC(NC(=O)CCCC)c1ccccc1OC,-13.0
O=S(=O)(NN1CCOCC1)c1ccc(Br)s1,-6.0
O=c1[nH]c(-c2cccs2)nc2sc3c(c12)CCC3,-5.9
O=C(O)CC1N=C(c2ccccc2)OC1=O (centres undefined),-1.9
Cc1ccnc(Nc2ccc(NCCNC(=O)Nc3cccc(C)c3C)nn2)c1,-10.6
Cc1ccc(-c2nc(CNc3ccnc(C)n3)[nH]c2-c2ccccn2)cc1,-19.0
CCCCCCn1c(CN2CC(C)CC(C)C2)nc2c1c(=O)n(C)c(=O)n2C (centres undefined),0.9
CC(CN1CCCC1=O)NC(=O)NCC#Cc1ccc(C(F)(F)F)cc1 (centres undefined),-6.0
O=C(CCc1nc(-c2ccncc2)no1)Nc1ccc(Oc2ccccc2)cc1,-3.2
Nc1nc(Nc2ccc(C(=O)N[C@H]3C[C@H]4CC[C@@H]3C4)cc2)cc(Nc2ccc3ncsc3c2)n1,-3.9
CCN(CC)Cc1ccccc1CNC(=O)c1nn(-c2ccccc2)c(=O)c2ccccc12,-9.5
Cc1ccc(Nc2nc(N3CCN(c4ccc(F)cc4)CC3)nc3nccnc23)cc1C,2.8
CN(CCC1CCCCN1C)Cc1ccc(OCC(F)(F)F)nc1 (centres undefined),-2.5
CCOC(=O)C1(Cc2cccc(Cl)c2)CCCN(C(=O)c2cc(C)nc(C)n2)C1 (centres undefined),-11.5
CSc1ccc(CN2CCC(CCC(=O)NCc3cccnc3)CC2)cc1,-6.8
COCCOC(=O)C1=C(C)NC(=O)NC1c1ccc(OC(F)F)c(OC)c1 (centres undefined),7.7
COc1ccc(S(=O)(=O)CCC(=O)N(CCN(C)C)c2nc3c(C)c(Cl)ccc3s2)cc1,1.0
Cc1cccc2c(N=Nc3nncc4ccccc34)c(O)[nH]c12,-3.8
O=C(NC1CCC(c2ccccc2)CC1)c1n[nH]c2ccccc12 (centres undefined),-10.6

# The list goes on.
SMILES,mcGAS RapidFire
O=C(CCc1cc2ccccc2o1)NC12CC3CC(CC(C3)C1)C2,3.7
CSc1cccc(NC(=O)N2CCCC2c2ccccn2)c1 (centres undefined),-13.6
O=C(CCn1cnc2c(Cl)cc(Cl)cc2c1=O)Nc1ccccc1,-5.3
Cn1c(C(=O)NC2Cc3ccccc3C2)cc(=O)n(C)c1=O,6.2
COCC(=O)N(C)C(C)C1=CCCN(Cc2csc(C)n2)C1 (centres undefined),-19.5
CCOc1cc(NC(=O)C(C)(C)C)c(OCC)cc1NC(=O)c1ccccc1,-8.6
Cc1cc(=O)c(C(=O)O)nn1-c1cccc(Cl)c1,-7.5
CCN(Cc1nccn1C)C(=O)c1ccc(NCC2CCCCO2)nc1 (centres undefined),-9.5
C=C(C)COc1ccccc1C(=O)N1CCC(Nc2ncccn2)CC1,-6.0
Cc1cc(C)c2c(c1)C(C)(C)CC(=O)O2,-5.9
CC1(C(=O)NCCc2ccccn2)CCN1Cc1ccc(-c2ccccn2)cc1 (centres undefined),-9.5
CC(C#N)CN(C)C(=O)c1cc(S(=O)(=O)N2CCSCC2)c[nH]1 (centres undefined),-5.8
CC(C)N(CCC#N)S(=O)(=O)c1ccc(-c2ccc([N+](=O)[O-])cc2)cc1,-1.8
COc1ccc2sc(N(Cc3ccco3)C(=O)c3cc(C)nn3C)nc2c1,-9.3
CC(C)N(CCNC(=O)c1ccc(NC(=O)c2cccs2)cc1)C(C)C,-3.2
CC(C)c1ccc(C2=NC(C)(CC(=O)N3CCN(C)CC3)ON2C)cc1 (centres undefined),-12.2
CCn1c(SCC(=O)NC(C)C)nnc1-c1ccncc1,-3.7
O=c1c2cnc3ncnn3c2ccn1-c1ncccc1O,-6.6
CCOC(=O)C1=C(C)N=C2SCC(=O)N2C1c1cccs1 (centres undefined),-12.2
COc1ccc(-c2ncc(CN3CCN(CC(C)C)C(CCO)C3)cn2)cc1 (centres undefined),-4.4
COc1cc(CCC(=O)Nc2nnc(CC(C)C)s2)cc(OC)c1,-2.1
CC1=C(C(=O)N(C)C)C(c2ccc(C(C)(C)C)cc2)NC(=O)N1 (centres undefined),-4.6
Cc1nn(Cc2ccccc2)c(C)c1CNC1CCCCC1,-12.6
CCOC(=O)[C@@H]1C[C@@H]1CN1CCn2nc(-c3nc4ccccc4n3C)cc2C1,5.8
CCOc1ccc(CN(C)C(C)C(=O)N2CCNC2=O)cc1 (centres undefined),2.2

# 16 entries from above, bar-delimited:
smiles | mcGAS RapidFire
CCN(Cc1nccn1C)C(=O)c1ccc(NCC2CCCCO2)nc1 (centres undefined) | -9.5
C=C(C)COc1ccccc1C(=O)N1CCC(Nc2ncccn2)CC1 | -6.0
Cc1cc(C)c2c(c1)C(C)(C)CC(=O)O2 | -5.9
CC1(C(=O)NCCc2ccccn2)CCN1Cc1ccc(-c2ccccn2)cc1 (centres undefined) | -9.5
CC(C#N)CN(C)C(=O)c1cc(S(=O)(=O)N2CCSCC2)c[nH]1 (centres undefined) | -5.8
CC(C)N(CCC#N)S(=O)(=O)c1ccc(-c2ccc([N+](=O)[O-])cc2)cc1 | -1.8
COc1ccc2sc(N(Cc3ccco3)C(=O)c3cc(C)nn3C)nc2c1 | -9.3
CC(C)N(CCNC(=O)c1ccc(NC(=O)c2cccs2)cc1)C(C)C | -3.2
CC(C)c1ccc(C2=NC(C)(CC(=O)N3CCN(C)CC3)ON2C)cc1 (centres undefined) | -12.2
CCn1c(SCC(=O)NC(C)C)nnc1-c1ccncc1 | -3.7
O=c1c2cnc3ncnn3c2ccn1-c1ncccc1O | -6.6
CCOC(=O)C1=C(C)N=C2SCC(=O)N2C1c1cccs1 (centres undefined) | -12.2
COc1ccc(-c2ncc(CN3CCN(CC(C)C)C(CCO)C3)cn2)cc1 (centres undefined) | -4.4
COc1cc(CCC(=O)Nc2nnc(CC(C)C)s2)cc(OC)c1 | -2.1
CC1=C(C(=O)N(C)C)C(c2ccc(C(C)(C)C)cc2)NC(=O)N1 (centres undefined) | -4.6
Cc1nn(Cc2ccccc2)c(C)c1CNC1CCCCC1 | -12.6

# Next part.
SMILES,mcGAS RapidFire
O=C(c1ccc(C(F)(F)F)cc1)C1CCCN(C(=O)CCc2ccco2)C1 (centres undefined),-5.0
O=[N+]([O-])C1([N+](=O)[O-])CCCc2nn(-c3ccccc3)nc21,-3.6
NC(=O)c1cccc(C(=O)NN(c2ccccc2)c2ccccc2)c1,0.9
Cc1ncc2c(n1)C(CC(C)C)N(CCOc1ccccc1)C2=O (centres undefined),-0.1
CCc1noc(C)c1C(=O)N1CCCSC1=Nc1ccccc1Cl,3.1
COc1ccc2cc(C(=O)Nc3cccc(C(F)(F)F)c3)c(=O)oc2c1,5.5
Cc1noc(C)c1CN1CCN2C=C(C(=O)Nc3ccc(-n4cccc4)cc3)OC2=NC1=O,-3.7
CC1(C(=O)Nc2ccccc2)CCN1C(=O)c1cccc(F)c1 (centres undefined),-10.5
CCCOC(=O)C1C(C)=NC2=C(C(=O)CC(C)(C)C2)C1c1ccc(C)o1 (centres undefined),-17.0
Cc1ccc(Nc2cc(C)nc(N3CCN(C(=O)c4cccc5ccccc45)CC3)n2)cc1,-11.3
CCc1noc(C(C)Sc2nc(Cc3ccccc3)c(C)[nH]2)n1 (centres undefined),9.6
CC(C)CN(C)CC1(O)CCCN(CC2CCCCC2)C1=O (centres undefined),-11.4
O=C(NNC(=O)C1CCS(=O)(=O)C1)c1cc(Br)ccc1Cl (centres undefined),3.6
Cc1cc(N2C(=O)c3oc4cc(C)c(C)cc4c(=O)c3C2c2cccnc2)no1 (centres undefined),-7.4
Cc1cccc(C)c1Cn1c(C)c(C(=O)NCC(C)C)sc1=O,1.1
CCC[C@@H]1C[C@@H](C(=O)N[C@@H]([C@H]2O[C@H](SC)[C@H](O)[C@@H](O)[C@@H]2O)[C@@H](C)O)N(C)C1,-5.8
C=C(C)CNC(=S)NN=CC1=CCC2CC1C2(C)C (centres undefined),-8.7
Cc1cc(-n2c(C)cc(C(=O)Cn3cnc4sc5c(c4c3=O)CCC5)c2C)no1,-11.7
O=C(NC12CC3CC(CC(C3)C1)C2)c1ccccc1-n1cnnn1,-14.5
C=CCN1CC(C(=O)N(C)Cc2nonc2C)CC1=O (centres undefined),-9.2
CC1(C)CC2C1CCC1(C)OC1CCC2(C)O (centres undefined),0.7
CC(NC(=O)C1CCC1)C(=O)N(C)CCCOc1ccc(F)cc1 (centres undefined),-5.6
CC(O)(c1ccccc1)c1nc(/C=C/c2ccccc2)cs1 (centres undefined),7.8
Cc1cc(C(=O)CN2C(=O)NC3(CCCCCC3)C2=O)c(C)n1CC1CCCO1 (centres undefined),-12.8
CN(Cc1ccccn1)c1nc2nonc2nc1N1CCCCCC1,13.5

# Continued:
SMILES,mcGAS RapidFire
CCC1=C[C@H]2CN(C1)Cc1c([nH]c3ccccc13)[C@@](C(=O)OC)(c1cc3c(cc1OC)N(C)[C@H]1[C@@](O)(C(=O)OC)[C@H](OC(C)=O)[C@]4(CC)C=CCN5CC[C@]31[C@@H]54)C2,-7.0
Cc1nc(CN(C)S(=O)(=O)c2ccc(S(=O)(=O)N(C)C)cc2)n[nH]1,-37.6
CNC(=O)c1cc(-c2ccccn2)n[nH]1,-13.9
Cc1[nH]c2nc3ccccc3n2c(=O)c1CCC#N,3.0
CCc1ccc(CN(C)Cc2nc(-c3cnccn3)no2)nc1,-1.5
CCOCCCNC(=O)CC1C(=O)NCCN1Cc1ccc(OC)cc1F (centres undefined),-9.0
COc1ccc(-c2nn(-c3ccccc3C)cc2CN(C)CCc2cnn(C)c2)cc1F,-4.7
Cc1ccc(-c2noc(CCc3nccs3)n2)cc1F,-1.4
O=C(Nc1ccc(Oc2ccccc2)cc1C(F)(F)F)C1CCCO1 (centres undefined),-12.1
c1ccc(OCc2noc(CN3CCC(c4nc5ccccc5o4)CC3)n2)cc1,-7.3
CC(SCc1ccco1)C(=O)Nc1cccc(S(N)(=O)=O)c1 (centres undefined),-7.0
COc1ccc(NC(=O)c2sc(=O)n(Cc3ccccc3C#N)c2C)cc1OC,-1.6
CN1C(=O)C(C)(C)ON=C1c1ccc(C(F)(F)F)cc1,-20.9
Nc1ccc2c(c1)OCCO2,-9.0
Cc1cc(C)cc(NC(=S)NC(C)(C)CO)c1,3.3
Cc1nc(C)c(CN2CCC(CNS(C)(=O)=O)C2)s1 (centres undefined),11.5
COc1ccc(C=C2Oc3cc(O)ccc3C2=O)c(OC)c1,-5.2
c1ccc(OCCn2ccnc2C2CCOC2)cc1 (centres undefined),-3.1
CN(C(=O)CSc1ccccc1C(=O)N1CC[C@H](O)C1)C1CCCCC1,-0.1
CC1CCCC(C)N1Cn1ncn(C)c1=S (centres undefined),5.9
COCCNc1nc(Oc2cccc3ccccc23)c2sccc2n1,6.0
Cc1ccc(Cn2cc(C(=O)NNC(=O)Nc3ccc(Cl)cc3)ccc2=O)cc1,-3.8
Cc1onc(-c2c(F)cccc2Cl)c1C(=O)NCc1nnc2n1CCCCC2,-8.4
CN(C)C(=O)CN1CCN(C(C(=O)O)c2cn(CC(=O)O)c3cc(Cl)ccc23)CC1 (centres undefined),-7.8
CC(Cc1nc2ccccc2s1)NC(=O)c1ccn(C)c(=O)c1 (centres undefined),-8.1

# Later entries.
SMILES,mcGAS RapidFire
CC1Oc2ccccc2N(Cc2ccc(F)cc2)C1=O (centres undefined),-10.7
Cc1nc(C(F)(F)F)ccc1C(=O)NCc1ccccc1O,-26.7
C[C@@H]1CN(CCC(=O)N2CCC3(CCN(C)CC3)C2)C[C@H](C)O1,-15.1
O=C(Nc1ccc(CCC(F)(F)F)cc1)C1CCCN1C(=O)c1ccc2c(c1)OCO2 (centres undefined),-5.8
N#Cc1ccc(CS(=O)(=O)NC(=O)c2ccc3c(c2)COC3)cc1,-2.1
CCCCNC(=O)C1(C)CCN1Cc1cc(C)ccc1C (centres undefined),-9.0
COc1ccccc1OCCCOc1ccc(F)cc1,-3.0
c1cc(NCC2CCOCC2)cc(-n2cccn2)c1,-11.1
CCC(C)[C@H](NC(=O)OC(C)(C)C)C(=O)N/N=C\c1ccc2cc(OC)ccc2n1 (some centres undefined),6.5
CN1C(=O)CON=C1c1ccccn1,19.2
Cc1ccc(-n2nc(C(=O)NC3CC3)c3c2CCC3)cc1,-13.3
Nc1nc2c(c(Nc3ccccc3)n1)C(=O)CC(c1ccccc1)C2 (centres undefined),-6.9
COc1cc(-c2nc(C=Nc3ccc4ccccc4c3)c(O)o2)cc(OC)c1OC,-5.4
CCOC(=O)c1nn(-c2ccccc2)c(=O)cc1OS(=O)(=O)c1cccs1,0.5
C=CCNC(CC(=O)Nc1ccc(O)cc1)C(=O)O (centres undefined),-8.5
COc1ccccc1Nc1ncccc1C(=O)NC1CCCCNC1=O (centres undefined),-58.4
O=c1cccnn1CCNS(=O)(=O)c1ccc(F)c(C(F)(F)F)c1,-2.1
CC(C)N(C)S(=O)(=O)Nc1cccc(OC(F)(F)F)c1,-4.1
CCN1C(=O)c2ccc(C(=O)NCCC3CC4CCC3C4)cc2S1(=O)=O (centres undefined),-2.2
Cn1nnc2c(Nc3ccc(S(N)(=O)=O)cc3)ncnc21,-9.2
O=C(CCn1c(=O)[nH]c2ccccc2c1=O)NCCc1ccccc1Cl,-4.2
CC(C)Cc1cc(C(=O)NCC2(O)CCNC2)on1 (centres undefined),-21.9
CN(C)CCCC(C)(O)C(Cc1ccccc1)c1ccccc1 (centres undefined),-26.2
Cc1cc(C)c(S(=O)(=O)N(C)C(=O)c2cn(C)nc2C)c(C)c1,-0.2
Cc1nn(C)c(Cl)c1CSCC(=O)N1CCCCC1C (centres undefined),-1.6
CC(C(=O)Nc1ccc2[nH]c(=O)[nH]c2c1)N1CCOC(c2ccc(Cl)cc2)C1 (centres undefined),-12.5
Cn1ccnc1CN1CCCC(CNC(=O)NC2CCCC2)C1 (centres undefined),-18.4
CCc1noc(CN(CC)C(=O)C(C)n2cnc3ccccc32)n1 (centres undefined),-9.4

# The list is partial, so the mix of outcomes need not match the whole.
